Screens: PubChem BioAssay, Broad Institute
Pf Dd2 growth: P. falciparum Dd2 growth inhibition | 94,000 compounds, 2.3% hits | activity change, % at 10 µM | SYBR Green, 72 h; stronger effect = lower value | AID 1159554; in the data active means activity change below about -80%; inconclusive means no clear call, values can overlap the other calls
C diff growth: blocks growth of Clostridium difficile. 86,000 compounds, 0.25% hits. AID 1259249. growth activity, negative = inhibition, % at 16 µg/mL (by protocol). Clostridium difficile clinical isolate growth, OD600, 24 h; stronger effect = lower value;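 active means mean growth activity at or below -80% and every replicate also at or below -80%; inconclusive means mean at or below -80% but some replicate above -80%; inactive means mean growth activity above -80%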;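 further: 0% = DMSO wells and -100% = levofloxacin 16 µg/mL wells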
KDM4C inh: KDM4C (human) demethylase inhibition; Q9H3R0; GST-KDM4C 2-372, H3K9me3 peptide, LANCE TR-FRET; inhibition, % at 12.5 µM; 96,000 compounds, 0.15% hits; AID 720574;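 active means mean replicate inhibition above about 25%, with at least 55% of replicates also reaching it, limit read from the data, passing the limit was not always enough; inconclusive means only one of those two conditions met; inactive means neither condition met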
Target sequence (Q9H3R0 2-372 limits assumed): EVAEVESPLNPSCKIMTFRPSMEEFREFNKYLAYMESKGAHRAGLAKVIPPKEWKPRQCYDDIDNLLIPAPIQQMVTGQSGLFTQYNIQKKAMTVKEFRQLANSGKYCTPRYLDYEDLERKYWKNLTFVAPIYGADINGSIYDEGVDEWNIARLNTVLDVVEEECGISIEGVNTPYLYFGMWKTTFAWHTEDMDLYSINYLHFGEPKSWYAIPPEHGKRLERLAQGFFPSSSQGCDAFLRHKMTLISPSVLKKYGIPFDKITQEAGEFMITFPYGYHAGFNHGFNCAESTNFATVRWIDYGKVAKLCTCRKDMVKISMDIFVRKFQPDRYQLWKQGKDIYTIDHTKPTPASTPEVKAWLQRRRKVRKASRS
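System – N-terminal GST-fused human GASC-1 (KDM4C) fragment, residues 2-372 · Input – enzyme final amount 10 nM · Technique – LANCE TR-FRET, Eu antibody, ULight-streptavidin, EDTA, ex 340 nm, em 618/671 nm · Medium – HEPES buffer, pH 7.5, plus ascorbate · Incubation – enzyme reaction 30 min, then detection 60 min, both room temperature · Reagent – H3K9me3 peptide with Fe(II)/2OG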
Tcruzi prolif: inhibitors of T. cruzi proliferation | 77,000 compounds, 5.9% hits | inhibition, % at 8.34 µM | T. cruzi beta-gal in NIH3T3, GalScreen luminescence, 90 h | AID 624255;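 active means mean inhibition above about 93%, with at least 55% of replicates each passing it, limit read from the data, passing the limit was not always enough; inconclusive means only one of those two conditions holds; inactive means neither condition holds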
Starred values were filed as active, the others as inactive; ? = inconclusive; nt = no result given; & = joins results of further samples.

nr | SMILES | KDM4C inh | Tcruzi prolif | Pf Dd2 growth | C diff growth
1 | CCCNC(=O)N(C)C[C@@H]1Oc2cc(-c3cncnc3)ccc2S(=O)(=O)N([C@H](C)CO)C[C@H]1C | 6.3 | nt | 25 | nt
2 | C[C@@H](NC(=O)[C@@H]1[C@@H](CO)[C@@H]2Cn3c(cccc3=O)[C@@H]2N1CCC(F)(F)F)c1ccccc1 | 0.2 | 19 | 0 | -1
3 | C[C@@H]1CN([C@@H](C)CO)C(=O)c2cc(-c3ccc(F)cc3)cnc2O[C@@H]1CN(C)C(=O)C1CCC1 | -1.7 | nt | -5 | 5
4 | Cc1ccc(S(=O)(=O)N(C)C[C@H]2OCCCC[C@H](C)Oc3ccc(NS(=O)(=O)c4ccc(F)cc4)cc3C(=O)N([C@H](C)CO)C[C@H]2C)cc1 | -1.3 | 116* | -80 | -1
5 | CCC(=O)N1[C@@H]2c3ccc(/C=C/c4ccccc4)c(=O)n3C[C@@H]2[C@@H](CO)[C@@H]1C(=O)Nc1nccs1 | -2.1 | 28 | -11 | 4
6 | CC(C)CC#Cc1ccc2c(c1)O[C@H](CN(C)Cc1ccccn1)[C@H](C)CN([C@@H](C)CO)S2(=O)=O | 8.1 | 126* | -76 | -5
7 | CC(C)CC#Cc1ccc2c(c1)O[C@H](CN(C)C(=O)CN(C)C)[C@@H](C)CN([C@H](C)CO)S2(=O)=O | -0.6 | 42 | -47 | -10
8 | C[C@@H]1CN([C@@H](C)CO)C(=O)c2c(c3ccccc3n2C)-c2ccccc2CO[C@@H]1CN(C)Cc1ccc(O)cc1 | -1.4 | nt | -42 | -7
9 | C/C=C/c1ccc2c(c1)O[C@@H](CN(C)C(=O)c1cccc(F)c1)[C@@H](C)CN([C@H](C)CO)S2(=O)=O | -0.7 | 47 | -40 | 1
10 | C[C@@H]1CN([C@H](C)CO)C(=O)c2cc(NC(=O)CCCN(C)C)ccc2O[C@H]1CN(C)Cc1ccc(C(F)(F)F)cc1 | 0.5 | 5 | 14 | -2
11 | Cc1ccc(S(=O)(=O)N(C)C[C@H]2Oc3ccc(NS(=O)(=O)c4c(C)noc4C)cc3C(=O)N([C@@H](C)CO)C[C@@H]2C)cc1 | 1.0 | -15 | -41 | -9
12 | C[C@H](CO)N1C[C@H](C)[C@@H](CN(C)C(=O)Nc2ccc(F)cc2)Oc2c(NS(=O)(=O)c3ccc(F)cc3)cccc2C1=O | -0.2 | -1 | 14 | 2
13 | CO[C@H]1CN(C)C(=O)c2cc(NS(=O)(=O)c3ccc(Cl)cc3)ccc2OC[C@H](C)N(C(=O)NC(C)C)C[C@@H]1C | 0.8 | 25 | nt | nt
14 | O=C(NC[C@@H]1N[C@@H](CO)[C@H]1c1ccccc1)C1CCC1 | 0.6 | 1 | 14 | 3
15 | COc1cccc(C(=O)Nc2ccc3c(c2)C(=O)N(C)[C@@H]2CC[C@@H](CC(=O)NCCCN4CCOCC4)O[C@@H]2CO3)c1 | -0.8 | -41 | nt | 9
16 | C[C@@H]1CN([C@@H](C)CO)S(=O)(=O)c2ccc(C3=CCCC3)cc2O[C@@H]1CN(C)Cc1ccccc1F | 1.0 | 114* | -77 | 0
17 | C[C@@H]1CCCCO[C@H](CN(C)C)[C@H](C)CN([C@H](C)CO)C(=O)c2cc(NC(=O)c3ccncc3)ccc2O1 | 17 | 68 | 3 | -5
18 | C[C@H]1CN([C@@H](C)CO)C(=O)c2cc(NS(=O)(=O)c3cccs3)ccc2O[C@@H]1CN(C)C(=O)Nc1cccc2ccccc12 | -0.5 | -1 | -3 | nt
19 | CNC(=O)C[C@H]1CC[C@@H]2[C@@H](COc3ccc(NC(=O)c4ccc5c(c4)OCO5)cc3C(=O)N2C)O1 | -0.3 | 108* | 0 | 0
20 | CC(C)NC(=O)N(C)C[C@@H]1Oc2cc(C#Cc3ccccn3)ccc2S(=O)(=O)N([C@@H](C)CO)C[C@@H]1C | 0.9 | ? | -64 | 5

nr | SMILES | KDM4C inh | Tcruzi prolif | Pf Dd2 growth | C diff growth
21 | COc1ccccc1CNC(=O)C[C@@H]1C[C@@H]2c3cc(NC(=O)CC4CC4)ccc3O[C@@H]2[C@@H](CO)O1 | -2.2 | 16 | -22 | 0
22 | COc1ccc(CN(C)C[C@@H]2OCCCC[C@H](C)Oc3ccc(NS(=O)(=O)c4ccc(Cl)cc4)cc3C(=O)N([C@H](C)CO)C[C@H]2C)cc1 | -0.5 | ? | -57 | 16
23 | COc1ccc(S(=O)(=O)N(C)C[C@H]2Oc3c(NS(=O)(=O)c4ccc(C)cc4)cccc3C(=O)N([C@@H](C)CO)C[C@@H]2C)cc1 | 0.0 | 12 | -16 | 5
24 | CCN1[C@@H]2c3ccc(-c4cncnc4)c(=O)n3C[C@@H]2[C@@H](CO)[C@@H]1C(=O)OC | 8.8 | -18 | -11 | 0
25 | O=C(NCC1CCCCC1)[C@H]1[C@H](CO)[C@H]2Cn3c(ccc(C4=CCCCC4)c3=O)[C@@H]1N2 | -1.4 | 43 | 4 | 0
26 | CN1C(=O)c2cc(NC(=O)Cc3cccs3)ccc2OC[C@H]2O[C@H](CC(=O)NCCc3ccncc3)CC[C@H]21 | -8.8 | -85 | nt | 0
27 | COc1ccc(CN(C)C[C@H]2OCCCC[C@@H](C)Oc3ccc(NC(=O)CCCN(C)C)cc3C(=O)N([C@@H](C)CO)C[C@H]2C)cc1 | 3.6 | -4 | -32 | 2
28 | CC=Cc1ccc2n(c1=O)C[C@@H]1[C@@H](CO)[C@H](C(=O)NCCC)N(CCC(F)(F)F)[C@H]21 (mixture of isomers) | 11 | 9 | 6 | -3
29 | CO[C@@H]1CN(C)C(=O)c2ccc(NC(=O)C3CC3)cc2OC[C@@H](C)N(Cc2ccccc2)C[C@H]1C | 0.1 | 31 | -80* | nt
30 | CC(C)NC(=O)NCC[C@H]1CC[C@H](NC(=O)c2ccc(F)cc2)[C@@H](CO)O1 | 5.3 | -26 | 6 | nt
31 | CC(C)NC(=O)N(C)C[C@H]1OCc2cnnn2CCCC(=O)N([C@H](C)CO)C[C@H]1C | -1.5 | 13&14 | -67&-6 | -8&0
32 | C[C@@H]1CN([C@@H](C)CO)C(=O)c2cc(NC(=O)CCCCCC(=O)Nc3ccccc3N)ccc2O[C@H]1CN(C)C(=O)Nc1ccccc1 | -3.5 | nt | 24 | 1
33 | COc1ccccc1C#Cc1ccc2c(c1)O[C@H](CN(C)Cc1cccnc1)[C@H](C)CN([C@@H](C)CO)S2(=O)=O | -3.4 | nt | -32 | 12
34 | C[C@@H]1CN([C@H](C)CO)C(=O)c2cc(-c3ccncc3)cnc2O[C@H]1CN(C)C(=O)C1CC1 | -0.3 | 20 | 36 | -1
35 | C[C@@H]1CCCCO[C@H](CN(C)S(C)(=O)=O)[C@@H](C)CN([C@@H](C)CO)C(=O)c2cc(NC(=O)Nc3ccc4c(c3)OCO4)ccc2O1 | 1.3 | -25 | -10 | -1
36 | Cc1cccc(NC(=O)Nc2ccc3c(c2)C(=O)N(C)[C@H]2CC[C@H](CC(=O)NCc4ccccc4Cl)O[C@@H]2CO3)c1 | -2.5 | -10 | -1 | nt
37 | O=C(O)C[C@@H]1C=C[C@H](NC(=O)c2ccccc2F)[C@@H](CO)O1 | -0.1 | -14 | 16 | nt
38 | C[C@H](CO)N1C[C@H](C)[C@H](CN(C)CC2CC2)Oc2c(NC(=O)c3ccc(-c4nccs4)cc3)cccc2C1=O | -0.2 | nt | -52 | 15
39 | O=C(NCC1CC1)[C@@H]1[C@@H](CO)[C@@H]2Cn3c(ccc(-c4cccnc4)c3=O)[C@@H]2N1C(=O)NC1CCCC1 | 2.6 | ? | 2 | 0
40 | C[C@@H]1CN([C@H](C)CO)C(=O)Cc2cc(NC(=O)c3ccncc3)ccc2O[C@H]1CN(C)S(=O)(=O)c1cccs1 | -3.3 | 16 | 4 | -5

nr | SMILES | KDM4C inh | Tcruzi prolif | Pf Dd2 growth | C diff growth
41 | CCCNC(=O)N1CC2(CN(Cc3cccc(OC)c3)C2)c2c([nH]c3cc(OC)ccc23)[C@@H]1CO | -1.0 | nt | -40 | -6
42 | CC=Cc1ccc2n(c1=O)C[C@H]1[C@H](CO)[C@@H](C(=O)NCC(F)(F)F)[C@@H]2N1C(=O)C1CC1 (mixture of isomers) | 3.7 | -2 | 10 | -2
43 | CCC(=O)Nc1ccc2c(c1)C(=O)N(C)C[C@H](OC)[C@@H](C)CN(C(C)=O)[C@H](C)CO2 | 0.8 | -55 | nt | 0
44 | C[C@H]1CN([C@@H](C)CO)C(=O)c2cc(C#CCc3ccccc3)cnc2O[C@H]1CN(C)Cc1cccnc1 | 1.6 | 41 | -36 | -12
45 | CCC(=O)N1[C@H](CO)[C@H]2c3ccccc3N(C(=O)c3ccc4c(c3)OCO4)C[C@H]21 | 1.3 | 2 | 15 | 1
46 | CCCC#Cc1ccc2c(c1)O[C@H](CN(C)C(=O)CN(C)C)[C@H](C)CN([C@@H](C)CO)S2(=O)=O | 7.8 | nt | -51 | nt
47 | C[C@H]1CCCCO[C@H](CN(C)Cc2ccccc2)[C@@H](C)CN([C@@H](C)CO)C(=O)c2cc(NC(=O)c3ccncc3)ccc2O1 | 1.3 | 53 | -9 | -5
48 | COc1ccccc1-c1cn(CC[C@H]2CC[C@H](NC(=O)c3cnccn3)[C@@H](CO)O2)nn1 | -0.9 | 17 | 8 | -3
49 | C[C@H](CO)N1C[C@H](C)[C@@H](CN(C)C(=O)NC2CCCCC2)OCCCC[C@H](C)Oc2ccc(NC(=O)Nc3ccccc3)cc2C1=O | 0.5 | 80 | 20 | 3
50 | CO[C@H]1CN(C)C(=O)c2cc(NS(=O)(=O)CC(F)(F)F)ccc2OC[C@@H](C)N(C)C[C@H]1C | -1.1 | -6 | nt | 0
51 | N#C[C@@H]1[C@@H](c2ccc(C3=CCCCC3)cc2)[C@@H](CO)N1C(=O)c1cccc(F)c1 | 5.5 | 6 | 21 | 8
52 | CN1C(=O)c2cc(NC(=O)C3CCOCC3)ccc2OC[C@H]2O[C@@H](CC(=O)O)CC[C@@H]21 | -0.1 | 11 | 2 | -6
53 | N#C[C@@H]1[C@@H](c2ccccc2C2=CCCC2)[C@H](CO)N1C(=O)C1CCC1 | -0.1 | nt | -19 | -11
54 | CN(C)C(=O)C[C@H]1CC[C@H]2[C@@H](COC[C@H](O)CN2CC2CCCCC2)O1 | -1.2 | -20 | 0 | -6&-10
55 | CO[C@@H]1CC[C@H]2CCN(C)C(=O)[C@H](C)[C@H](OC)CN(C)C(=O)c3cccc(C#N)c3OC[C@@H]1O2 | -0.2 | -33 | 9 | nt
56 | COc1ccc2c3c([nH]c2c1)[C@@H](CO)N(C(=O)Cc1ccccc1)CC31CN(C)C1 | 0.1 | nt | -6 | 4
57 | CO[C@H]1CN(C)C(=O)c2cc(NS(C)(=O)=O)ccc2OC[C@@H](C)N(C(=O)c2ccc3c(c2)OCO3)C[C@H]1C | -0.8 | nt | 14 | nt
58 | COc1ccccc1S(=O)(=O)N[C@@H]1C=C[C@H](CC(=O)N2CCCCC2)O[C@H]1CO | 2.0 | -20 | -19 | nt
59 | O=C(C[C@H]1CC[C@@H]2[C@H](COC[C@@H](O)CN2S(=O)(=O)c2ccccc2F)O1)NCc1ccccc1Cl | 0.5 | 17 | -43 | nt
60 | COc1ccccc1-c1ccc2n(c1=O)C[C@@H]1[C@@H](CO)[C@H](C(=O)NCc3ccccc3F)N[C@H]21 | -0.6 | 37 | 1 | 6

nr | SMILES | KDM4C inh | Tcruzi prolif | Pf Dd2 growth | C diff growth
61 | CC(=O)N1CCCCN2[C@H](CO)[C@@H](c3ccc(-c4ccc(C)cc4)cc3)[C@@H]2C1 | 0.7 | 102* | 32 | 2
62 | CCCNC[C@@H]1[C@@H](c2ccc(C3=CCCCC3)cc2)[C@@H](CO)N1C(=O)C1CCC1 | 1.4 | nt | -73 | 9
63 | CO[C@@H]1CN(C)C(=O)c2ccc(NC(=O)c3ccc4c(c3)OCO4)cc2OC[C@@H](C)N(Cc2ccc3c(c2)OCO3)C[C@H]1C | -8.2 | 92 | -85* | 5
64 | COc1ccccc1CN1CC[C@@H]2[C@H](CO)Nc3ccc(C#Cc4ccccc4)cc3[C@@H]21 | -2.2 | -16 | -51 | -99*
65 | COCC(=O)N1[C@@H](C#N)[C@@H](c2ccc(C3=CCCC3)cc2)[C@@H]1CO | 0.1 | 82 | 49 | -3
66 | CCCNC(=O)N[C@H]1C=C[C@@H](CC(=O)NC2CCCCC2)O[C@H]1CO | -1.2 | 5 | 12 | nt
67 | Cc1ccccc1S(=O)(=O)N1CC[C@@H]2[C@@H](CO)Nc3ccc(-c4ccc(C#N)cc4)cc3[C@@H]21 | -5.1 | ? | 4 | -2
68 | Cc1noc(C)c1S(=O)(=O)N(C)C[C@@H]1OCCCC[C@@H](C)Oc2ccc(NS(=O)(=O)c3cccs3)cc2C(=O)N([C@@H](C)CO)C[C@H]1C | 0.9 | nt | -8 | -4
